CYP2C19 act: activators of human cytochrome P450 2C19; P33261; activation factor at 5 µM; recombinant CYP2C19, luciferin-H EGE luminescence; active compounds read high; 0 = fully inhibited enzyme, 1 = untreated enzyme; AID 1025; 96,000 tested, under 10 active;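 active = activation factor of at least 2 at 5 µM in the primary screen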;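 note: 0 = wells with 2.5 mM tranylcypromine and 1 = vehicle-only wells; values of inactives mirror those of a sister screen read the other way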
hDAT+cocaine: modulates human dopamine transporter uptake under cocaine; Q01959; LLC-PK1 hDAT cells, [14C]-dopamine uptake with cocaine IC80; actives deviate in either direction; B-score at 10 µM; actives 1.3% (n = 110,000);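 active = Z score or B-score, a plate-position-corrected score, falls beyond the plate's 99.7% confidence bounds, in either direction; inactive = both scores lie inside the 99.7% bounds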;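 note: scored against the spread of the other compound wells on the same plate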
Target sequence (Q01959 whole entry, looked up): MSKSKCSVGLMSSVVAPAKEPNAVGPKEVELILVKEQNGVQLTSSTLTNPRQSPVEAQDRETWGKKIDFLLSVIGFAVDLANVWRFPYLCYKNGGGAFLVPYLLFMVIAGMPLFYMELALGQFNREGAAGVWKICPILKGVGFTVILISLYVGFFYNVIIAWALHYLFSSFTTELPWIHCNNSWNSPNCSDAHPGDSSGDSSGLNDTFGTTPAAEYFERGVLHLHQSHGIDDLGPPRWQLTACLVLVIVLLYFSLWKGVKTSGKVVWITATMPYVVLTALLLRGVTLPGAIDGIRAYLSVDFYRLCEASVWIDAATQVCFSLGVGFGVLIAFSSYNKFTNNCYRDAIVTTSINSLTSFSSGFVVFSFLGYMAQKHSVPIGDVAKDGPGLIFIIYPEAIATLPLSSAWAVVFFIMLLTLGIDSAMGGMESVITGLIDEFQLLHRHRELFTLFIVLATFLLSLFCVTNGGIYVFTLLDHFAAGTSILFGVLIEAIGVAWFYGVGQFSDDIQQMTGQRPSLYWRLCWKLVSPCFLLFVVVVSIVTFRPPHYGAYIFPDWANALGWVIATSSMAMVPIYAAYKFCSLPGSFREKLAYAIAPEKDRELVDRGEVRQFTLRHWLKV
sEH activator: soluble epoxide hydrolase (human) activation | activation, % at 2 µM | purified human sEH enzymatic activity, activator screen | AID 717 | actives 0.04% (n = 91,000) | P34913; in the data active = activation above about 37%; note: values of inactives mirror those of a sister screen read the other way
sEH inh: blocks human soluble epoxide hydrolase activity. AID 707. recombinant human sEH enzymatic activity assay. inhibition, % at 2 µM. actives 0.34% (n = 91,000); in the data active = inhibition above about 80%; note: values of inactives mirror those of a sister screen read the other way; many of its hits are not listed in these tables
PostGolgi ctrl: yeast control strain growth, post-Golgi counter-screen | inhibition, % at 10 µM | actives 5% (n = 98,000) | efflux-deficient yeast background strain, growth absorbance A615, 16 h
CYP2C19 inh: human CYP2C19 inhibition. P33261. CYP2C19 Supersomes, luciferin-H EGE luminescence, 30 min. inhibition, % at 5 µM. actives 21% (n = 96,000);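 active = CYP2C19 inhibition above a set limit at 5 µM in the primary screen, cut at about 50% in these data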;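 note: plate controls were negative control wells for no effect and 2.5 mM tranylcypromine positive control for full effect; values of inactives mirror those of a sister screen read the other way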
PostGolgi yeast: growth inhibition of a yeast mutant, post-Golgi transport screen; post-Golgi transport phenotypic cell assay; inhibition, % at 10 µM; actives 0.9% (n = 98,000);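 note: yeast cells grown in 1536-well plates; yeast grown about 18 h at 30C before absorbance read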
S1P2 ag: S1P2 (human) receptor agonism. actives 0.46% (n = 97,000). S1P2-expressing cell line, agonist reporter read-out. activation, % at 4.5 µM. AID 729. O95136; in the data active = activation above about 16%;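 note: 0% = vehicle low control and 100% = maximal reference agonist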
Target sequence (O95136 whole entry, looked up): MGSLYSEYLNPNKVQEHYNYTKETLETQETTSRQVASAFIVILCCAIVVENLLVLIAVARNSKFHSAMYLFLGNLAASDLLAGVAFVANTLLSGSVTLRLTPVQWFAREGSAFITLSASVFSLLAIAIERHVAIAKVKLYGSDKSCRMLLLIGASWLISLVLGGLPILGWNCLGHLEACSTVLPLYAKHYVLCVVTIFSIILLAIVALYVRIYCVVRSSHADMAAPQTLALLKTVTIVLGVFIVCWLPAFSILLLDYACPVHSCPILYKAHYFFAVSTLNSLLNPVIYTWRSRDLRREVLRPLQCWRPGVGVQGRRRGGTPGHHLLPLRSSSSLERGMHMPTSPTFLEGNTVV
S1P2 blocker: blocks the human S1P2 receptor | cell-based S1P2 antagonist assay, inhibition at 5 uM | inhibition, % at 5 µM | AID 736 | actives 0.21% (n = 97,000); in the data active = inhibition above about 45%;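 note: CRE beta-lactamase reporter cells expressing human S1P2 stimulated with S1P; 0% = agonist at EC80 alone and 100% = agonist plus reference antagonist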
* = called active by the depositor; . = not tested or not shown. Cut-off read from the data, not from the text of the source, unless noted: active = inhibition above about 30%; inactive = the rest.

SMILES	CYP2C19 act	hDAT+cocaine	sEH activator	sEH inh	PostGolgi ctrl	CYP2C19 inh	PostGolgi yeast	S1P2 ag	S1P2 blocker
Cc1ccc(C)c(NC(=O)c2ccccn2)c1	0.5	-0.0384	-16.4	18.7	0.9	48.8	-0.4	-3.1	14.1
Cn1c(NC(=O)c2ccccc2)cc(=O)n(C)c1=O	1	-0.00814	1.3	-2.1	18.5	0.5	1.5	-2.8	-12.8
O=C(CSc1ncn[nH]1)NCCOc1ccccc1	0.6	-0.877	-29.7	30.9	2.1	38.6	24.3	-5.3	1.6
COc1ccc(C(c2sc3nc(C)nn3c2O)N2CCN(Cc3ccccc3)CC2)cc1OC (centres undefined)	0.9	0.426	.	.	4.1	10.9	9.0	.	.
CCN1C(=O)/C(=C2\SC(N3CCCCC3)=NC2=O)c2ccccc21	0.8	1.04	13.1	-12.3	24.1	19.9	-1.4	-3.4	-4.9
COc1cc(F)ccc1S(=O)(=O)N1CCN(C23CC4CC(CC(C4)C2)C3)CC1	1	-1.01	-0.2	2.3	-3.1	4.7	-0.2	-5.4	-9.3
O=C(CC1CCCCC1)NCC1CCCO1 (centres undefined)	0.9	-0.521	5.9	-8.1	22.9	6.4	-7.5	-6.4	23.2
O/N=C1/CCCSc2ccccc21	1.1	-0.448	-5.3	3.3	4.3	-7.8	-0.3	-7.5	1.0
CCn1c(COc2ccccc2)nnc1SCC(=O)Nc1cc(C)ccc1OC	0.5	-0.0146	9.0	-6.8	7.7	46.2	7.7	-2.5	-1.8
COc1cc2cc(CN(Cc3nnnn3Cc3ccccc3)CC3CCCO3)c(=O)[nH]c2cc1OC (centres undefined)	0	2.37	7.2	-6.4	-1.2	98.0*	-2.0	-3.6	10.3
CC(NC(=O)CN1CCN(c2ncccn2)CC1)c1ccc(F)cc1 (centres undefined)	0.6	0.478	-11.6	12.0	-0.1	39.1	-4.5	-7.0	4.5
CCOCCCNC(=O)c1cc(C)nn1-c1ccccc1	0.9	-0.0204	.	.	5.1	6.0	-5.5	.	.
CCn1c(SCc2ccc(C#N)cc2)nnc1-c1cccc(Cl)c1	0.3	0.594	-8.2	5.9	17.3	65.0*	2.2	-1.9	-15.2
O=C(CCC1CCCCC1)Nc1ncn[nH]1	0.9	0.465	5.8	-7.8	7.7	5.8	1.5	-3.4	6.9
CC(C)OCCCNC(=O)c1ccc(NC(=O)C2CCCO2)cc1 (centres undefined)	1	-0.0443	.	.	-3.4	4.1	1.1	-3.2	3.7
COC(=O)CC1Oc2ccccc2N(Cc2ccc(C)cc2)C1=O (centres undefined)	0.6	-0.151	.	.	7.6	41.0	-8.3	.	.
c1ccc(OCc2nn3c(-c4ccco4)nnc3s2)cc1	0.3	1.12	0.8	-1.6	9.9	67.0*	0.3	-1.6	25.7
COc1ccc(-c2[nH]nc3c2C(c2ccc(OC(=O)N4CCOCC4)cc2)C(C#N)=C(N)O3)cc1 (centres undefined)	.	.	.	.	6.4	.	-13.2	-6.1	3.6
COc1ccccc1N(Cc1cc2cccc(C)c2[nH]c1=O)C(=O)C(C)C	0.8	0.268	-6.8	6.1	.	20.0	.	-4.3	18.4
Cc1cc(OC(=O)c2ccc(S(=O)(=O)N(C)C)cc2)cc(=O)o1	1	-1.27	-11.7	10.6	-2.2	4.4	-1.9	-4.3	0.5
O=C(Nc1ccccc1)c1ccc(S(=O)(=O)N2CCCCC2)cc1	.	0.629	-37.4	37.3	5.3	.	-4.3	-0.8	7.3
O=C(NCCCN1CCCC1=O)c1ccc(OCc2ccccc2)cc1	0.8	2.12	-5.9	6.6	9.8	18.4	-6.4	-6.2	5.5
O=C1CN(C(=O)c2cccs2)c2ccccc2N1	0.9	-0.465	7.3	-7.8	32.7*	8.4	-3.6	-1.8	15.7
CCOC(=O)N1CCN(C(=O)c2ccc(N3C(=O)CCC3=O)cc2)CC1	1	1.23	-13.8	16.5	6.7	2.7	-8.3	1.2	-13.8
COc1cccc(N2C(=O)C3CCCN3C2c2ccc(F)cc2)c1 (centres undefined)	1	-0.103	.	.	9.7	-0.1	-2.8	-6.1	-8.4

Full records, looked up by structure. Order of values: CYP2C19 act, hDAT+cocaine, sEH activator, sEH inh, PostGolgi ctrl, CYP2C19 inh, PostGolgi yeast, S1P2 ag, S1P2 blocker
Shown for COc1ccccc1N(Cc1cc2cccc(C)c2[nH]c1=O)C(=O)C(C)C : 0.8, 0.268, -6.8, 6.1, ., 20.0, ., -4.3, 18.4
Shown for COc1ccc(C(c2sc3nc(C)nn3c2O)N2CCN(Cc3ccccc3)CC2)cc1OC (centres undefined) : 0.9, 0.426, ., ., 4.1, 10.9, 9.0, ., .
Shown for CCn1c(COc2ccccc2)nnc1SCC(=O)Nc1cc(C)ccc1OC : 0.5, -0.0146, 9.0, -6.8, 7.7, 46.2, 7.7, -2.5, -1.8
Shown for O=C(CC1CCCCC1)NCC1CCCO1 (centres undefined) : 0.9, -0.521, 5.9, -8.1, 22.9, 6.4, -7.5, -6.4, 23.2
Shown for c1ccc(OCc2nn3c(-c4ccco4)nnc3s2)cc1 : 0.3, 1.12, 0.8, -1.6, 9.9, 67.0*, 0.3, -1.6, 25.7

The list continues.
SMILES	CYP2C19 act	hDAT+cocaine	sEH activator	sEH inh	PostGolgi ctrl	CYP2C19 inh	PostGolgi yeast	S1P2 ag	S1P2 blocker
C=CCSc1nc(C)c(CC(=O)OCC(C)C)c(=O)[nH]1	0.5	0.807	.	.	-0.8	47.4	-3.9	.	.
CCOC(=O)C1CCN(S(=O)(=O)c2ccc3c4c(cccc24)C(=O)N3)CC1	0.9	0.995	-6.4	5.6	6.2	7.9	-9.0	-1.0	-15.3
CCOc1ccc(C(C)=O)cc1CN1C(=O)NC2(CCCCC2C)C1=O (centres undefined)	0.7	0.984	2.3	-2.9	-1.2	33.7	-1.0	-2.5	-5.4
CC1CCc2ccc(F)cc2N1S(=O)(=O)c1cccs1 (centres undefined)	0.4	0.127	20.7	-17.4	6.4	62.1*	-3.3	-1.7	4.7
COC(=O)CSc1nc2cc(C)ccc2cc1C#N	1.1	-0.0807	.	.	0.6	-7.5	0.3	-5.7	2.4
Cc1ccc(CNc2cc(-c3nn4c(C)nnc4s3)ccc2C)s1	0.7	-0.515	-2.7	5.8	31.9*	27.8	7.8	3.2	-30.1
CNc1nc(C)c(C(=O)OCC(=O)OC)s1	0.9	-0.43	.	.	11.7	5.7	-6.9	.	.
O=C(c1cc(-c2ccccc2)on1)N1CCN(C(=O)c2ccco2)CC1	0.9	0.237	1.9	-1.8	9.5	11.0	-2.1	-6.9	12.1
CC(=O)c1ccc(C(C)(C)c2ccc(C(C)=O)s2)s1	0.7	0.132	7.6	-8.5	6.7	29.4	5.3	-1.1	-28.9
Cc1csc2ncc(C(=O)NCc3ccco3)c(=O)n12	.	1.5	-1.8	5.0	-2.0	.	17.1	-7.0	0.7
CCn1c(SCC(=O)NCc2ccco2)nc2cccnc21	0.9	0.32	7.2	-7.7	-5.3	7.1	-0.6	-3.2	0.1
Cc1c(NC(=O)CCC2CCCCC2)c(=O)n(-c2ccccc2)n1C	1	0.787	-6.8	6.5	5.2	-3.3	-6.3	-2.3	1.2
CCCCC(=O)Nc1nc2c(OC)ccc(OC)c2s1	0.7	0.233	.	.	9.5	29.2	-2.6	-2.5	-3.8
O=C(Nc1cccc(F)c1)Nc1ccccn1	0.8	0.646	3.2	-3.7	23.9	21.3	-0.8	-6.5	22.8
CCOC(=O)c1cccc(NC(=O)N[C@@H](C)C(=O)OC)c1	0.9	-0.407	-1.1	-1.6	1.0	13.0	4.4	-6.2	8.7
Cc1cc(=O)oc(C)c1C(=O)NCC(C)NC(=O)c1c(C)cc(=O)oc1C (centres undefined)	1.2	3.16*	.	.	1.1	-17.9	20.0	-1.4	-14.5
Cc1cc(C)n(S(=O)(=O)c2cccc(Cl)c2Cl)n1	0.5	-0.886	.	.	.	54.1*	.	-4.4	7.5
Cn1c(N)c(C(=O)COC(=O)C2(c3ccc(F)cc3)CCCC2)c(=O)n(C)c1=O	0.7	0.598	.	.	6.2	30.4	7.9	.	.
O=C(CSc1nnc(-c2c[nH]c3ccccc23)n1CC1CCCO1)Nc1ccc2c(c1)OCCO2 (centres undefined)	0.9	1.46	4.2	-2.0	-1.9	7.9	-0.2	-3.5	-14.0
CC(=O)Nc1ccc(N2CCOCC2)c(C(=O)Nc2cccc(C)c2)c1	0.5	-0.0104	-4.9	7.7	10.2	53.3*	5.3	-5.6	-5.3
O=[N+]([O-])c1ccc(N/N=C\c2cccn2-c2ccccc2)nc1	.	.	0.9	-1.0	39.9*	.	10.8	-12.0	33.5
CC(C)(C)C(=O)NC(=S)Nc1ccccc1F	0.9	-0.471	9.5	-11.7	3.3	7.7	4.2	-3.5	16.2
Cc1cc(N2CCN(c3ccccc3)CC2)n2cc(-c3ccccc3)nc2n1	0.5	2.83	-2.6	4.6	9.9	48.6	9.9	-3.4	7.6
CC(=O)OC(C(=O)NCc1ccco1)c1cccnc1 (centres undefined)	1.1	-1.49	8.8	-10.9	2.9	-13.0	10.2	-2.6	11.1
O=c1oc2ccccc2c2c1ncn2C1CCCCC1	0.8	0.045	13.9	-14.1	0.7	15.5	-6.7	0.8	9.7
Additional entries follow:
SMILES	CYP2C19 act	hDAT+cocaine	sEH activator	sEH inh	PostGolgi ctrl	CYP2C19 inh	PostGolgi yeast	S1P2 ag	S1P2 blocker
CC1=C(C(=O)N2CCOCC2)C(c2cc(C)cs2)NC(=O)N1 (centres undefined)	1	0.838	4.2	-6.1	-11.0	0.8	-4.3	-2.0	-1.2
S=c1[nH]nc(-c2ccco2)n1Cc1ccccc1	0.6	-0.0814	2.4	1.2	15.7	38.3	2.1	-5.6	-14.7
Cc1ccc(S(=O)(=O)N2CC(O)CC2C(=O)Nc2ccc3c(c2)CCC3)cc1 (centres undefined)	0.8	0.381	.	.	4.5	20.4	-11.9	-5.8	13.9
CCN(CC)c1ccc2cc(NC(=O)CCC(=O)O)c(=O)oc2c1	1.2	-0.413	.	.	1.7	-23.6	2.4	.	.
CCOc1ccccc1N1C(=O)c2ccc(C(=O)O)cc2C1=O	1.1	0.0509	4.1	-4.7	24.2	-6.6	15.1	-2.6	21.0
Cc1cccc(C(=O)Nc2ccc(O)cc2)c1	.	1.37	-3.5	4.6	3.9	.	-0.9	-2.8	19.6
COc1ccc(CN2CC(C(=O)NCc3ccccn3)CC2=O)cc1 (centres undefined)	1	0.419	7.5	-3.0	2.4	-4.5	20.3	-2.1	1.2
O=C(CCn1c(=O)[nH]c2ccsc2c1=O)N1CC(=O)N(CCc2ccccc2)C(=O)C1	0.9	-0.576	.	.	10.8	12.4	7.3	-4.2	-8.6
O=C(CN1C(=O)C2CC=CCC2C1=O)Nc1ccc(-c2nnc3n2CCCCC3)cc1 (centres undefined)	0.9	0.698	.	.	16.7	5.0	-7.3	.	.
Cc1ccc(CNc2ccc3c(c2)ncn3C)cc1	0.4	-0.477	3.6	-3.5	18.7	62.1*	4.7	-1.4	10.1
Cc1ccc(SCC(=O)NNC(=O)C2CCCCC2)cc1	0.8	0.177	-1.1	3.0	2.4	22.9	3.6	-3.1	8.7
O=C(Nc1ccccn1)NC1CCCCC1	0.7	0.274	-20.3	19.6	-3.1	28.6	-2.9	-1.0	-10.5
COc1ccc(C2C(C(C)=O)=C(C)Nc3ncnn32)cc1OC (centres undefined)	1.1	-0.786	5.1	-1.7	1.4	-9.6	-1.8	-5.8	-5.4
O=C(COc1ncnc2c(Cl)cc(Cl)cc12)NC1CCCCCC1	0.7	0.15	-4.0	3.6	-5.5	34.0	8.1	-4.8	7.8
O=[N+]([O-])c1ccc(Sc2nnnn2-c2ccccc2)c(Cl)c1	0	-0.743	4.8	-3.4	21.9	98.3*	10.0	0.0	-16.0

Ordered by value in S1P2 blocker (largest number first): some entries from above.
SMILES	S1P2 blocker
CCOc1ccccc1N1C(=O)c2ccc(C(=O)O)cc2C1=O	21.0
Cc1cccc(C(=O)Nc2ccc(O)cc2)c1	19.6
COc1ccc(C2C(C(C)=O)=C(C)Nc3ncnn32)cc1OC (centres undefined)	-5.4

Screens as filed in PubChem.
